Screening data from PubChem.
ZTA counter – counter-screen for EBNA-1 inhibitors: inhibitors of Epstein-Barr virus ZTA. 0.15% of 320,000 active. ZTA-DNA binding, fluorescence polarization. inhibition, % at 11 µM. AID 2234; in the data active means inhibition above about 33%
Target sequence (P03206 whole entry, looked up): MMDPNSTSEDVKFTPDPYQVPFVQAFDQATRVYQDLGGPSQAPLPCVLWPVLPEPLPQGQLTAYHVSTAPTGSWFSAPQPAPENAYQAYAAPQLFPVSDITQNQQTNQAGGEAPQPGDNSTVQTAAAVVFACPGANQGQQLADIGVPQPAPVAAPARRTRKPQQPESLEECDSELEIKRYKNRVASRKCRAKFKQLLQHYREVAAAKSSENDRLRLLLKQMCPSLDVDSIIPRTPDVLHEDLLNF
LYPLA2 counter – counter-screen for PME1 inhibitors: inhibitors of human LYPLA2 | O95372 | recombinant LYPLA2, FP-Rh probe fluorescence polarization | inhibition, % at 5.9 µM | 0.38% of 320,000 active | AID 2177;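 active means inhibition above the screen-wide mean plus 3 SD, limit set per campaign, cut at about 26% in these data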;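 further: 0% = LYPLA2 with DMSO and 100% = wells lacking LYPLA2 enzyme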
Target sequence (O95372 whole entry, looked up): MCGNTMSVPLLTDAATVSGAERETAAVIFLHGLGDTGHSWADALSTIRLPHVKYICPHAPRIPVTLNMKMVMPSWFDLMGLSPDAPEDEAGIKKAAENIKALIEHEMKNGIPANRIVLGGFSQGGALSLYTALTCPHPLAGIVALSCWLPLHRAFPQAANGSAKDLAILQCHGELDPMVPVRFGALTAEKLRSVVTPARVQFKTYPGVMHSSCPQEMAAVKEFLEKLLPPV
GSTO1 counter – counter-screen for RBBP9 inhibitors: inhibitors of human GSTO1. P78417. recombinant GSTO1, activity-based probe fluorescence polarization. inhibition, % at 5.96 µM. 1.1% of 300,000 active. AID 1974;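 active means inhibition above the campaign mean inhibition plus 3 SD, cut at about 35% in these data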;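 further: 0% = GSTO1-1 with DMSO and 100% = wells lacking GSTO1-1 enzyme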
Target sequence (P78417 whole entry, looked up): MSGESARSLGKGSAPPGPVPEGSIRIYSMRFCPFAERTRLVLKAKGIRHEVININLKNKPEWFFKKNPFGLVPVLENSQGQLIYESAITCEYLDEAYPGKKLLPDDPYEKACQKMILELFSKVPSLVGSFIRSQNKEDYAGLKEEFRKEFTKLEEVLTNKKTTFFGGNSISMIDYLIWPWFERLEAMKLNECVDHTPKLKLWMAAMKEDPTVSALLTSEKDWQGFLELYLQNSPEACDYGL
PAD4 inh – inhibitors of human PAD4; Q9UM07; recombinant PAD4, RCA probe fluorescence polarization; inhibition, % at 6.36 µM; 0.41% of 330,000 active; AID 485272;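 active means percent inhibition above a cutoff equal to the mean of all tested compounds plus 3 SD, cut at about 15% in these data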;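 further: 0% = PAD4 with RCA probe and DMSO and 100% = probe without PAD4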
EBNA-1 inh – blocks EBNA-1 binding to DNA | AID 1950 | 0.34% of 300,000 active | EBNA-1 DNA binding, fluorescence polarization | inhibition, % at 14.8 µM; in the data active means inhibition above about 28%
LYPLA1 inh – blocks human lysophospholipase 1, a PME1 counter-screen | O75608 | recombinant LYPLA1, FP-Rh probe fluorescence polarization | inhibition, % at 5.9 µM | 0.16% of 320,000 active | AID 2174;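 active means inhibition above the mean of all tested compounds plus 3 SD, set per campaign, cut at about 14% in these data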;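 further: inhibitors block serine hydrolase probe labeling of LYPLA1 so polarization falls; 0% = enzyme with DMSO and 100% = wells lacking LYPLA1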
PAFAH1B3 FP inh – blocks human PAF acetylhydrolase 1B catalytic subunit 3; Q15102; recombinant PAFAH1B3, FP-rhodamine probe, fluorescence polarization; inhibition, % at 3.39 µM; 0.28% of 340,000 active;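 active means inhibition above the screen-wide average of all tested compounds plus 3 SD, cut at about 25% in these data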;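 further: 0% = enzyme with DMSO only and 100% = wells lacking PAFAH1B3 protein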
Target sequence (Q15102 whole entry, looked up): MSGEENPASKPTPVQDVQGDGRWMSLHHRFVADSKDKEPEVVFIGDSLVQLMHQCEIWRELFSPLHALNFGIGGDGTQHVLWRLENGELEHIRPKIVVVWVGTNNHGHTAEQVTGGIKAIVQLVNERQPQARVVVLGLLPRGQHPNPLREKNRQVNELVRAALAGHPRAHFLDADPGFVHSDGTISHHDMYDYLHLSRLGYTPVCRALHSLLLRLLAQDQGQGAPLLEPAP
PREPL inh – inhibits the human prolyl oligopeptidase-like enzyme | inhibition, % at 5.96 µM | recombinant PREPL, fluorescence polarization activity-based probe | Q4J6C6 | 0.68% of 320,000 active; in the data active means inhibition above about 43%;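 further: 0% = enzyme with DMSO and 100% = wells lacking enzyme; many of its hits are not listed in these tables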
PAFAH2 inh – inhibitors of human PAFAH2. Q99487. recombinant PAFAH2, FP-rhodamine activity probe, fluorescence polarization. inhibition, % at 3.39 µM. 0.99% of 340,000 active;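 active means inhibition above the mean over all tested compounds plus 3 SD, cut at about 30% in these data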;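 further: inhibitors block probe labeling of enzyme so polarization drops; 0% = enzyme with DMSO and 100% = wells lacking PAFAH2 protein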
* hit, by the source's call; . = not tested or not shown.

SMILES	ZTA counter	LYPLA2 counter	GSTO1 counter	PAD4 inh	EBNA-1 inh	LYPLA1 inh	PAFAH1B3 FP inh	PREPL inh	PAFAH2 inh
Cc1nc(C(=O)N2CCc3c([nH]c4ccccc34)C2c2cc(F)ccc2F)cs1 (stereo not drawn)	-1	-9	-16	-5	-20	-8	2	5	5
O=C(C1CCN(c2ccc(N3CCOCC3)nn2)CC1)N1CCN(c2ccc(F)cc2)CC1	-2	5	2	-4	0	3	-5	65*	-12
CS(=O)(=O)N1CCN(c2ccccc2NC(=O)c2cccnc2)CC1	-9	21	8	-1	-1	2	12	16	-2
CC1=NN(C(C#N)c2ccccc2)C(C)(C)C1 (stereo not drawn)	-9	-2	-1	-1	1	-3	0	-5	3
C#CCOCCOCCOCCNc1nc(N2CCN(C(=O)C([C@@H](C)CC)n3cc(C(N)Cc4ccc(O)cc4)nn3)CC2)nc(N2CCN(C(=O)[C@H](CCC(=O)O)n3cc(C(N)Cc4ccc(O)cc4)nn3)CC2)n1 (stereo partly drawn)	5	-3	-1	-7	-20	2	-2	-4	1
CC(C)CN(C(=O)C1=NN(c2ccccc2)C(=O)CC1)c1c(N)n(Cc2ccccc2)c(=O)[nH]c1=O	-30	4	.	3	.	3	-5	13	-3
O=C(COc1ccc(/C=N/NC(=O)c2ccncc2)cc1)Nc1ccc([N+](=O)[O-])cc1	-8	-4	-3	1	-8	-6	12	-10	-9
Cc1cc(C)c(C)c(S(=O)(=O)N[C@@H](C)C(=O)OCC(N)=O)c1C	-4	2	1	-5	1	-2	6	-9	-5
O=C(N/N=C/c1ccccn1)c1ccco1	18	3	2	0	11	-3	8	-5	-11
CCNc1ccc(S(=O)(=O)N(C)C)cc1[N+](=O)[O-]	-3	9	2	1	-6	2	7	-3	-118
O=C(CSc1nnc(-c2ccncc2)n1CC1CCCO1)Nc1nccs1 (stereo not drawn)	1	-6	-1	1	2	-1	3	-2	-3
COCCSc1ccccc1C(=O)N1CCc2ccccc2C1	4	0	4	5	-6	2	6	-12	3
CCc1ccccc1NC(=O)CN(C)C(=O)CN1C(=O)NC2(CCCCCC2)C1=O	3	8	3	4	11	-2	16	1	-3
CC(NO)C(C)(C)NO (stereo not drawn)	-7	1	1	-2	-4	-1	4	-8	2
CCCCOc1ccc(C(=O)OC(C)CN(C)C)cc1 (stereo not drawn)	-2	0	6	-4	-5	-4	0	-12	2
CC(OC(=O)CN1C(=O)c2ccccc2C1=O)C(=O)NCc1ccccc1 (stereo not drawn)	-1	-1	-3	-1	-5	0	13	2	-1
Cc1nc(C)c(C(=O)O)c(-c2ccsc2)c1C(=O)O	-1	-3	-4	-1	-2	3	.	4	.
COc1ccc(N2CC(C(=O)NCc3nnnn3-c3ccc(C)c(C)c3)CC2=O)cc1 (stereo not drawn)	8	17	0	-8	9	4	3	-11	3
CC(=O)c1ccc(-n2cc(-c3ccc(C(C)(C)C)cc3)[n+]3c2SCCC3)cc1	2	1	-3	-6	-9	-1	4	20	3
Cc1ccccc1CC1(CO)CCCN(C(=O)c2cc(Cl)ccc2F)C1 (stereo not drawn)	-7	-3	4	-2	-17	-3	-9	-2	1

Among those listed so far, two have a COOH group.
SMILES	ZTA counter	LYPLA2 counter	GSTO1 counter	PAD4 inh	EBNA-1 inh	LYPLA1 inh	PAFAH1B3 FP inh	PREPL inh	PAFAH2 inh
C#CCOCCOCCOCCNc1nc(N2CCN(C(=O)C([C@@H](C)CC)n3cc(C(N)Cc4ccc(O)cc4)nn3)CC2)nc(N2CCN(C(=O)[C@H](CCC(=O)O)n3cc(C(N)Cc4ccc(O)cc4)nn3)CC2)n1 (stereo partly drawn)	5	-3	-1	-7	-20	2	-2	-4	1
Cc1nc(C)c(C(=O)O)c(-c2ccsc2)c1C(=O)O	-1	-3	-4	-1	-2	3	.	4	.

Other entries follow.
SMILES	ZTA counter	LYPLA2 counter	GSTO1 counter	PAD4 inh	EBNA-1 inh	LYPLA1 inh	PAFAH1B3 FP inh	PREPL inh	PAFAH2 inh
CCCNC(=O)COC(=O)c1ccc(-c2ccccc2)cc1	11	3	1	0	3	-1	-1	10	60*
NC(=O)NC(=O)CSc1nc(-c2ccccc2)c(-c2ccccc2)n1CC1CCCO1 (stereo not drawn)	1	8	7	-4	1	2	4	0	1
COc1ccc(CCNC(=O)CN(C)S(=O)(=O)c2ccc3nc(C)sc3c2)cc1OC	-7	4	-11	-3	-15	-2	-6	3	0
Cc1cc(OCC(=O)NCCCN2CCCC2=O)c2c(C)cc(=O)oc2c1	14	2	-7	-3	-15	8	3	17	7
CCOc1ccccc1C(=O)N(CN1CCCC1=O)c1ccc(C)c(Cl)c1	0	-3	-3	2	0	-4	-3	9	-7
O=C(c1ccccc1)c1c[nH]c(C(=O)NNc2cccc(Cl)n2)c1	0	-8	3	-3	-4	-3	7	0	0
Cc1ccccc1NC(=O)c1sc2nc(N3CCOCC3)c3c(c2c1N)CCCC3	-3	-1	3	5	-4	-4	4	18	-1
CC[C@]12c3[nH]c4ccccc4c3CCN1C(=O)C(CC(=O)NCc1cccc(C(F)(F)F)c1)C[C@@H]2C(=O)N1CCN(C(=O)C2CC2)CC1 (stereo partly drawn)	.	.	.	3	.	.	2	22	-5
CC1CC2(CC(C)(C(=O)CSc3nc4ccccc4s3)OC2=O)C(=O)O1 (stereo not drawn)	8	0	1	-2	2	0	5	3	-2
CCC(C)[C@H](Nc1nc(-c2ccccc2)nc2c1oc1ccccc12)C(=O)O (stereo partly drawn)	10	-5	-34	-8	11	-5	4	12	-6
COc1cc(C(=O)NCC(=O)OCC(=O)c2ccc[nH]2)cc(OC)c1OC	5	1	14	3	-1	-3	-2	28	-2
O=C(NC(=S)Nc1cccc(NC(=S)NC(=O)c2ccco2)n1)c1ccco1	-3	-1	6	-1	-6	0	-2	-3	-6
O=C(Nc1ccc(Cl)cc1)c1ccc2c(c1)OCO2	6	-2	-2	-4	1	2	8	-5	-3
Cc1cc(/C=C2/C(=N)N3C(=NC2=O)SN=C3S(C)(=O)=O)c(C)n1-c1ccccc1F	4	-14	-42	-6	2	-7	-6	1	-9
Cc1cc(C)c(C)c(OCCN2CCOCC2)c1	-15	7	2	-2	-8	2	7	12	-7
Cc1ccc2oc(C(=O)NCC3CCOCC3)c(C)c2c1	-11	3	-4	-3	17	0	1	22	6
O=C(NCc1cccnc1)c1ccc([N+](=O)[O-])o1	6	-2	7	-12	-7	-1	8	-8	5
CC(NC(=O)c1ccc(C23CC4CC(CC(C4)C2)C3)cc1)C(=O)O (stereo not drawn)	16	-1	1	2	2	-2	-7	3	1
CN(C)Cc1c(C(=O)N/N=C/c2cccc3ccccc23)nnn1-c1nonc1N	9	2	0	1	11	-2	2	15	6
CCC(C)(C)N=C(NC#N)Nc1cccnc1	-25	3	8	3	-3	1	.	4	.
Nc1ccccc1SC1CC(=O)N(c2ccc3c(c2)OCO3)C1=O (stereo not drawn)	0	1	4	0	19	-3	.	-12	.
Cc1c(C(=O)OCC(=O)N(C)Cc2ccccc2)oc2ccccc12	13	-1	.	-3	.	-2	-1	0	-4
CN(CC(=O)NCc1cccs1)S(=O)(=O)c1cccc2cccnc12	-17	6	7	-9	-9	6	8	-7	5
Cc1ccccc1SCC(=O)OCC(=O)NCc1ccccc1	.	.	.	-6	.	.	4	18	4
O=C(NCCc1ccccc1)C1CCN(S(=O)(=O)N2CCOCC2)CC1	-6	3	0	-1	2	4	11	4	1
CCOc1ccc(NC(=O)c2ccccc2OCC(=O)c2ccccc2)cc1	10	-18	-3	-1	-1	-15	-8	9	-10
CCOc1ccc2nc(NC(=S)NCc3ccccc3)sc2c1	-9	-2	1	-8	4	1	3	5	2
O=C(c1cccc(S(=O)(=O)Nc2ccc(F)cc2)c1)N1CCOCC1	-3	3	.	-2	.	1	-3	-3	9
Cc1ccc(OCC(O)CN2C(=O)NC(C)(C)C2=O)c(C)c1 (stereo not drawn)	-7	2	5	1	4	1	-16	-4	-5
Cc1c(Cl)cnc(NC(=O)COC(=O)Cc2coc3ccc4ccccc4c23)c1Cl	0	-6	6	-6	6	-5	-6	-29	-8
CCCS(=O)(=O)N1CCN(C(=O)c2cc(OC)cc(OC)c2)CC1	0	-1	2	-5	-3	3	-3	5	4
COCCNC(=O)CSc1nnc(-c2ccc(C)cc2)c(-c2ccc(C)cc2)n1	-12	-7	-8	-7	-15	-2	2	1	-1
Cc1ccc2[nH]c3c(=O)n(CC(=O)N4CC(C)CC(C)C4)ncc3c2c1 (stereo not drawn)	-1	-10	7	4	-10	-3	-3	-18	-1
Cn1cc(C(=O)N2CCCC(Nc3ccc(F)cc3)C2)c2ccccc21 (stereo not drawn)	-9	1	-4	-6	-12	2	10	32	10
CCNc1nc(NCC)n2c(SCC(=O)Nc3ccc(CC)cc3)nnc2n1	8	7	3	-1	6	-1	-7	0	1
CNC(=S)N/N=C/c1ccc(-c2cc([N+](=O)[O-])ccc2Cl)o1	2	2	-4	-6	5	-1	2	10	5
COc1ccc(C(=O)N(C)c2ccccc2C(=O)NCCc2ccccc2)cc1	8	-6	0	-3	11	-1	0	5	1
O=C(O)CC1(CC(=O)Nc2ccc(C(F)(F)F)cc2)CCCC1	-13	5	-10	-5	-6	1	2	-6	1
Cc1ccc(C(=O)Nc2cc([N+](=O)[O-])ccc2F)s1	-11	6	3	-3	3	1	0	7	6
Cc1c(C)c(C)c(C(=O)C2CCN(c3ccc([N+](=O)[O-])cn3)CC2)c(C)c1C	-11	1	7	1	-2	6	4	-8	-1
COc1ccc(CN2CCC(C(=O)NCCc3ccc(OC)c(OC)c3)CC2)c(OC)c1	-9	5	-9	-4	3	1	3	16	-5
Clc1ccc2nc(-c3ccccc3)c(CN3CCOCC3)n2c1	8	6	0	1	3	1	5	-4	0
CC(C)c1nn2c(=O)cc(COc3cccc(NC(=O)c4ccco4)c3)nc2s1	-18	4	-11	-5	9	-3	7	2	-27
CCOC(=O)C1CCCN(C(=O)/C(=C/c2ccco2)NC(=O)c2ccccc2)C1 (stereo not drawn)	1	-6	2	-9	-4	1	7	-3	3
Cc1oc(-c2cccc(Cl)c2)nc1CS(=O)(=O)CC(=O)NCCCN1CCOCC1	10	-2	-2	-1	-4	3	8	0	5
Cc1ccc(N/C=C/C(=O)c2ccc(C)cc2)cc1	13	6	11	1	-5	0	5	-37	5
O=C(Nc1cccc(O)c1)c1noc2c1CCc1ccccc1-2	9	-3	-12	3	-4	-6	5	-5	-4
COc1ccc(CN(CC(=O)NC(C)C)C(=O)CCC(=O)Nc2nccs2)cc1	-12	4	4	4	8	2	6	9	-9
Nc1nnc(-c2cccc([N+](=O)[O-])c2)o1	-12	-3	3	-1	1	-3	-6	7	3
Cc1ccc2c(CSc3nnc(C4CC4)n3N)cc(=O)oc2c1	1	1	3	0	-1	3	-1	11	4
OCC1CCCCN1C(=S)Nc1ccc(Cl)cc1Cl (stereo not drawn)	-4	-2	12	-4	-6	0	-5	-4	7
N#C/C(=C\c1cccnc1)C(=O)Nc1ccccc1[N+](=O)[O-]	-15	11	25	-4	-2	1	11	23	-3
C/C(=N\OCC(=O)Nn1c(=O)[nH]c2ccccc2c1=O)c1cccs1	12	1	6	-3	-5	-5	12	-1	-7
CCCCCN(C(=O)CCC(=O)OCCOc1cccc(C)c1)c1c(N)n(CCCC)c(=O)[nH]c1=O	-6	1	5	-8	-6	3	-1	2	1
Cc1ccc(NC(=O)CSc2nc3c([nH]c4ccccc43)c(=O)n2C)cc1	-3	0	5	-5	1	-1	-3	9	0
CCOC(=O)N1CCc2c(sc(NC(=O)CN(CC)CC)c2C#N)C1	2	-5	-3	-3	10	1	.	-1	.

An excerpt; count on the stated rates, not on these rows.
